# Coupling enz: counter-screen for Giardia aldolase inhibitors: coupling enzyme system; coupling enzyme system counterscreen, AmpLite Red fluorescence; activity change, negative = inhibition, % at 58.2 µM, hits read low; 290,000 tested, 0.67% active; AID 2472; in the data active means activity change below about -30%; further: on the % scale 0 is the no-effect control and ±100 the full control effect
#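 Final compound at 57.5 uM, incubated 10 min at RT with coupling enzyme reagent (glyceraldehyde-3-phosphate), then 20 min with substrate and AmpLite Red detection. Fluorescence read at 525/598 nm; tests interference with the coupling assay, not aldolase inhibition.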
# Tb PFK block: blocks T. brucei phosphofructokinase. AID 485367. Potency, µM (titrated, usually from 57.5 µM), inactives show at the highest dose activity, negative = inhibition, most hits filed as inhibitors. T. brucei PFK, ADP-Glo luminescence. 330,000 tested, 0.17% active;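 further: potency means the concentration at half of the fitted maximal effect; 0% = uninhibited 1x PFK enzyme wells and -100% = no-enzyme wells; nearly all actives have a fitted effect of over 60% in size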
#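 1.25 nM PFK with 0.5 mM F6P and 0.1 mM ATP in 0.1 M TEA pH 8.0, 5 mM MgCl2, incubated 45 min at room temperature; ADP measured by ADP-Glo luminescence; compounds titrated up to 57 uM.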
# Integrin act MD: activates integrin-mediated alleviation for muscular dystrophy; alpha7betagal myoblasts, beta-gal FDG fluorescence, 48 h; Potency, µM (series often up to 38.3 µM), for inactives: at the top dose activation, hits mostly activators; 350,000 tested, 0.064% active; AID 624291;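 further: potency means the concentration at half of the fitted maximal effect; 100% = response of the positive control SU9516; nearly all actives have a fitted effect of over 60% in size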
#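 alpha7betagal+/- myoblasts (passage 13, 250/well) treated 48 h at 37C with compounds at 1:260 dilution of DMSO stock. Lysed, then beta-galactosidase activity read as FDG fluorescence (ex 480/em 540) after 30 min, with pre-read for autofluorescence.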
# TSG101-PTAP inh: blocks PTAP/TSG101 interaction to inhibit HIV-1 budding | AID 493005 | 340,000 tested, under 10 active | Q99816 | Potency, µM (series often up to 115 µM), for the others: at the top dose activity change, negative = inhibition, most hits filed as inhibitors | Fluorescence polarization, FITC-PTAP peptide / Tsg101 binding; active means well fitted inhibition curve with a large enough effect in the main read-out, with a control signal flat, not every such curve was filed as active; inconclusive means small, poorly fitted or top-dose-only effect, or effect the other way, or a change in a side signal; inactive means no such curve, though single readings can be large or run the other way; further: potency means the concentration at half of the fitted maximal effect; % of control where 0% means no effect
#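 FP read-out: FITC-PTAP peptide, 50 nM final, binding Tsg101 binding domain, 10 uM final; 20 min, r.t.; 10 mM HEPES pH 7.5, 0.15 M NaCl, 0.01% Tween 20, 3 mM EDTA, 0.1 mM TCEP.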
# B2AR arrestin: agonists driving beta-arrestin recruitment to human beta2-adrenergic receptor; Potency, µM (highest dose often 46.1 µM), without a hit: at the top dose activation, hits mostly activators; P07550; AID 492947; 330,000 tested, 0.02% active; beta-arrestin recruitment to beta2AR, cell-based reporter;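 further: potency means the concentration at half of the fitted maximal effect; 0% = DMSO controls and full agonism = EC100 isoproterenol or metaproterenol; nearly all actives have a fitted effect of over 65% in size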
# BCR signal inh: chronic active BCR signaling inhibition | ABC-DLBCL IkBa-CBG/CBR reporter, luminescence ratio, 4 h | Potency, µM (doses to about 46.1 µM), for inactives: at the highest dose ratio change, negative = lower green/red ratio, hits mostly inhibitors | 340,000 tested, 0.05% active | AID 493014; active means well fitted inhibition curve with a large enough effect in the signal ratio, with a control signal flat, not every such curve was filed as active; inconclusive means small, poorly fitted or top-dose-only effect, or effect the other way, or a change in a side signal; the % refers to the signal ratio;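 further: potency means the concentration at half of the fitted maximal effect; plate controls were basal doxycycline-induced cells for no effect and cells given 10 µM MG132 for full effect; MG132 reads +100%, hits lower the ratio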
#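 Compounds up to 46 uM were incubated four hours with TMD8 cells whose green CBG68 luciferase is fused to IkappaBalpha; red CBR luminescence normalised the signal, and concentration-effect curves were fitted to fusion, red and ratio data.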
# PKM2 act: increases activity of human pyruvate kinase M2. P14618. purified PKM2, Kinase-Glo ATP luminescence, activation; response scale: 0% is enzyme alone, no compound. Potency, µM (top dose mostly 57.5 µM), without a hit: at the top dose activation, hits mostly activators. 260,000 tested, 0.34% active; further: potency means the concentration at half of the fitted maximal effect; on the % scale 0 is the no-effect control and ±100 the full control effect; nearly all actives have a fitted effect of over 55% in size
# Target sequence (P14618 whole entry, looked up): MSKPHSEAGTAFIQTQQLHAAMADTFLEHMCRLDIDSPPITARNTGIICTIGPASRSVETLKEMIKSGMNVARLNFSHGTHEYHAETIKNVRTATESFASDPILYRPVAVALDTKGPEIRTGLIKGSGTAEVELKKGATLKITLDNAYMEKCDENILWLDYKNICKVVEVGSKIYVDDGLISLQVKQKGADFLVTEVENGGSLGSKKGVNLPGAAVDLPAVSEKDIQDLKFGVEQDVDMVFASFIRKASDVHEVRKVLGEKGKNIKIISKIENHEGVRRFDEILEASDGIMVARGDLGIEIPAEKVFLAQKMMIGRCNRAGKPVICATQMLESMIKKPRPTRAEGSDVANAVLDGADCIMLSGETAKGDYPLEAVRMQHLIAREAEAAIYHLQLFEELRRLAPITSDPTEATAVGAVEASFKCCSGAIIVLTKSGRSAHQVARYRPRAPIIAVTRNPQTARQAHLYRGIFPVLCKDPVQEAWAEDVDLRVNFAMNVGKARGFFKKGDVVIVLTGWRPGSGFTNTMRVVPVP
#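 hPK-M2, >95% pure; 0.1 mM ADP / 0.5 mM PEP final; imidazole pH7.2 buffer w/ 7 mM MgCl2, 50 mM KCl; 1 h RT; Kinase-Glo lum. Intermediate enzyme activity for dual inhibitor/activator qHTS.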
# GALK inh: inhibitors of human galactokinase | Potency, µM (doses to about 57.5 µM), without a hit: at the highest dose activity change, negative = inhibition, actives largely listed as inhibitors | 270,000 tested, 0.007% active | Purified GALK, Kinase-Glo residual ATP luminescence | P51570; further: potency means the concentration at half of the fitted maximal effect; on the % scale 0 is the no-effect control and ±100 the full control effect
#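 Luminescence from leftover ATP (Ultra-Glo luciferase/luciferin) served as read-out after a 1 h room-temperature reaction of 5 nM GALK with 35 uM ATP and 100 uM galactose.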
# S-ASM inh: blocks human secretory acid sphingomyelinase; Potency, µM (doses to about 57.5 µM), for the others: at the top dose activity change, negative = inhibition, most hits filed as inhibitors; 340,000 tested, 0.006% active; P17405; placental ASM, HMU-PC fluorogenic substrate, 60 min; further: potency means the concentration at half of the fitted maximal effect
# Target sequence (P17405 47-631 limits assumed): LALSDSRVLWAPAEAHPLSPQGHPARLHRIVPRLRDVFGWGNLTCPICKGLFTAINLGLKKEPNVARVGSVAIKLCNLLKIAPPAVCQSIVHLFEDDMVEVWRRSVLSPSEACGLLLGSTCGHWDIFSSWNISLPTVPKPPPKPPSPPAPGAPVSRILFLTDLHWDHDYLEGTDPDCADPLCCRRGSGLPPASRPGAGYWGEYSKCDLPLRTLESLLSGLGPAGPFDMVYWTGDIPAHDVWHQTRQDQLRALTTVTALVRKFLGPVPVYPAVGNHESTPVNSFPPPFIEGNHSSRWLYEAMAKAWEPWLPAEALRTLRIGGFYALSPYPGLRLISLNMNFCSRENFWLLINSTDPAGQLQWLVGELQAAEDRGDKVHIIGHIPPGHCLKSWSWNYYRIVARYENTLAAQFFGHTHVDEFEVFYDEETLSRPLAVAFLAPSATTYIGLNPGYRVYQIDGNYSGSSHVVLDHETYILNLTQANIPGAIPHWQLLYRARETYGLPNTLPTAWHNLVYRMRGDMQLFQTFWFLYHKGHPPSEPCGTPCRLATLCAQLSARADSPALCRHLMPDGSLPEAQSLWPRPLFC
#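 qHTS format. ASM enzyme prepared from human placenta hydrolyses the fluorogenic substrate HMU-PC0 (9 uM final) over 60 min at 37 °C after a 10 min compound preincubation.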
# Menin MLL FP TR: displaces Texas Red mutant MLL peptide from human menin. Menin + Texas Red MLL mutant peptide, fluorescence polarization. AID 1768. Potency, µM (series often up to 61.6 µM), inactives show top-dose FP activity change, negative = inhibition, actives largely listed as inhibitors. 270,000 tested, 0.23% active. O00255; active means well fitted inhibition curve with a large enough effect in the polarisation, with a control signal flat, not every such curve was filed as active; inconclusive means small, poorly fitted or top-dose-only effect, or effect the other way, or a change in a side signal; inactive means no such curve, though single readings can be large or run the other way; the % refers to the polarisation; further: potency means the concentration at half of the fitted maximal effect; % of control where 0% means no effect; many of its hits are not listed in these tables
# Giardia killer: kills Giardia lamblia; Giardia lamblia trophozoite viability; AID 540267; 340,000 tested, 0.15% active; activity change, % at 7.66 µM, hits read low; in the data active means activity change below about -80%; inconclusive means between about -30% and that limit;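 further: parasites exposed to compound for two days anaerobically before the ATP read; on the % scale 0 is the no-effect control and ±100 the full control effect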
#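 Luminescence from cellular ATP indicates surviving trophozoites (100 cells/well) following 48 hrs anaerobic compound treatment at 37 deg C; signal develops 15-30 min at room temperature.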
# An asterisk follows results filed as active; i = inactive; ? = inconclusive; / = no result given; [ ] = dose if it differs, or a comment. Unless noted, the call rests on the fitted dose curve; in most records, active means well fitted curve in the direction sought with a large enough effect; inconclusive means small, poorly fitted or top-dose-only effect, or another doubt; inactive means no such curve, though single readings can be large; an effect the other way counts as inactive or inconclusive. Some of the compounds tested; the hit share may differ from the screen's.
SMILES,Coupling enz,Tb PFK block,Integrin act MD,TSG101-PTAP inh,B2AR arrestin,BCR signal inh,PKM2 act,GALK inh,S-ASM inh,Menin MLL FP TR,Giardia killer
CCOC(=O)C1=C(CN2CCCCCC2)NC(=O)NC1c1ccc2c(c1)OCO2 (stereo not drawn),0,1%,20%,0%,-0.4%,0%,-1%,1%,0%,-20%,-5
CC(=O)Oc1ccc2ccc(=O)oc2c1,5,-4%,5%,-2%,0.2%,?,2%,-2%,i,-8%,17
CC(C)(C)c1ccc(C(=O)Nc2ccc(NC(=O)c3ccco3)cc2)cc1,0,-4%,-13%,-4%,0.4%,-1%,3%,/,-2%,?,4
Cc1nc(C)c(C(=O)NNS(=O)(=O)c2ccc([N+](=O)[O-])cc2)s1,3,2%,5%,1%,0.4%,0%,1%,1%,1%,8%,16
O=C(N/N=C/C(Br)=C/c1ccccc1)c1cccs1,0,-5%,-69%[inhibitor],-2%,-0.1%,?,0%,1%,-10%,?,-2
O=C(O)C1=C[C@H](c2ccc(F)cc2)C[C@H](OCCCCO)O1,3,5%,11%,-1%,-0.3%,3%,5%,-1%,3%,/,?
O=C1C(=O)N(CCc2c[nH]c3ccccc23)C(c2cccnc2)/C1=C(/O)c1ccccc1 (stereo not drawn),13,-14%,/,/,0.3%,-3%,-1%,-3%,/,1%,/
Cc1cc(C)c(NC(=O)CN2C(=O)NC(CCc3ccccc3)C2=O)c(C)c1 (stereo not drawn),4,-1%,?,-1%,0.3%,1%,3%,0%,0%,6%,-8
O=C(NCc1ccc(Cl)cc1)c1ccc(CS(=O)Cc2cccc(Cl)c2)o1 (stereo not drawn),/,-13%,-14%,-1%,0.2%,1%,/,-5%,-1%,/,1
COCC1CCN(C(=O)C2CCN(c3nc(-c4ccccc4)nc4c3CCC4)CC2)C1 (stereo not drawn),-1,0%,-51%[inhibitor],-1%,-0.3%,?,3%,1%,-3%,-25%,-20
COc1ccc(/C=N/S(=O)(=O)CCc2ccccc2)c(OC)c1,-1,4%,-2%,-3%,-0.2%,-6%,-8%,-4%,5%,1%,20
CCc1ccccc1Nc1nc2ccccc2n1C(C)C,2,2%,7%,-1%,0.0%,?,-3%,2%,-3%,13%,3
COc1ccc(CNC(=O)OCCN2CCN(S(=O)(=O)c3ccc(C)cc3)CCC2=O)cc1,2,-1%,3%,-8%,-1.3%,?,6%,/,7%,-9%,43[activator]
c1ccc(-c2n[nH]c(-c3ccccn3)n2)cc1,2,-5%,0%,-5%,-0.3%,?,-23%,0%,0%,/,5
COC/C=C/C1=CC2=CC(=O)C(C)(OC(=O)c3cnc4ccccc4n3)C(=O)C2=CN1CC(C)C (stereo not drawn),-26,/,7%,-6%,/,/,3%[11.5 µM],/,-3%,-16%[11.7 µM],25
COc1cccc(NC(=O)N2CCCC2C(=O)NCc2ccccc2)c1 (stereo not drawn),5,5%,-18%,-5%,0.1%,-3%,2%,-1%,-4%,-4%,-5
CCC(C(=O)Nc1ccc(S(=O)(=O)Nc2ncccn2)cc1)c1ccccc1 (stereo not drawn),7,1%,4%,-1%,0.1%,-3%,0%,-7%,7%,14%,-19
Cc1c(C(=O)Nc2ccc3c(c2)OCO3)oc2ccccc12,-11,0%,-34%,1%,0.0%,?,/,-2%,-1%,?,10
Cn1nnc2cc(NC(=O)Nc3cccc(Cl)c3)ccc21,2,5%,0%,2%,-1.1%,?,/,5%,2%,5%,-13
COc1ccc(Cl)cc1C(=O)Nc1ccccc1N1CCN(C(=O)C(C)C)CC1,-2,-1%,-25%,-6%,-0.4%,0%,1%,1%,-1%,-13%,-12
O=C1c2ccccc2NC(c2ccccc2O)N1O (stereo not drawn),0,-9%,-11%,-4%,-0.9%,?,/,4%,-2%,21%,-2
CN(C)C(=S)SCCn1c(N)nc(N(C)C)nc1=O,4,1%,?,0%,-1.0%,-1%,-3%,3%,0%,/,-6
Cc1ccc(NC(=O)NC2CCCc3ccccc32)cc1 (stereo not drawn),/,-2%,5%,-2%,0.6%,?,1%,-1%,-1%,/,26
O=C(N/N=C/c1ccccc1[N+](=O)[O-])c1ccncc1,0,1%,5%,-4%,-0.7%,3%,/,1%,0%,11%,-3
O=C1/C(=C\c2ccc(O)c(O)c2)C(c2ccccc2)=NN1c1ccccc1,-1,-9%,-8%,-8%,0.0%,?,5%,?,-16%,?,9
CCN(CC)CCNC(=O)c1cn(CC)c2cc(N3CCN(C)CC3)c(F)cc2c1=O,9,2%,-50%[inhibitor],-4%,-0.2%,?,/,2%,-1%,4%,1
Cc1cc(-c2nn(-c3ccccc3F)cc2CNCCc2cnccn2)c(C)s1,-3,5%,-14%,-3%,-0.3%,-29%,0%,4%,-2%,-10%,-13
OCCC1CN(Cc2cn[nH]c2C2CCCCC2)CCN1C1CCCCC1 (stereo not drawn),-2,0%,-17%,-1%,-0.2%,2%,2%,-2%,0%,8%,-8
CN(C)S(=O)(=O)N1CCN(c2ccc([N+](=O)[O-])c(N3CCCCC3)c2)CC1,1,-8%,20%,-7%,0.6%,-3%,3%,-4%,-3%,24%,-27
O=C(NC12CC3CC(CC(C3)C1)C2)c1ccc(-c2ccc(Br)cc2)o1,1,6%,12%,-1%,0.1%,?,-2%,/,-13%,-1%,-2
COc1ccc(N2C(=O)CC(c3ccc([N+](=O)[O-])cc3)C2=O)cc1 (stereo not drawn),6,-2%,9%,0%,0.3%,?,/,/,1%,31%[activator],24
CCNc1nc(NCC)n2c(SCC(=O)Nc3ccc(Br)cc3F)nnc2n1,/,?,-1%,-8%,0.1%,-5%,/,/,-1%,/,-6
O=S(=O)(NCCN1CCOCC1)c1ccc(Cl)s1,3,3%,13%,0%,-0.4%,0%,13%,-2%,-2%,3%,4
O=C(CCC1CCCN(C(=O)C2CCCC2)C1)NCc1ccc(F)c(F)c1 (stereo not drawn),5,-18%,-5%,-4%,-0.3%,0%,-8%,4%,-4%,-19%,15
N#CCSc1nnc2ccc3ccccc3n12,5,0%,8%,2%,-0.1%,?,-4%,0%,3%,11%,-5
S=C(c1cn(CCOc2ccccc2)c2ccccc12)N1CCCC1,-6,-7%,-19%,1%,-0.4%,?,-2%,3%,-2%,7%,7
O=C(Cn1cccn1)N1CCCC(N2CCN(c3ccccc3F)CC2)C1 (stereo not drawn),1,0%,5%,0%,0.4%,-1%,0%,0%,-4%,0%,-4
CC(=O)Nc1cccc(NC(=O)COc2nncc3ccccc23)c1,4,-2%,-3%,-2%,2.2%,-7%,-8%,1%,-4%,7%,14
O=C(N/N=C/c1cc([N+](=O)[O-])ccc1N1CCNCC1)c1ccc([N+](=O)[O-])cc1,6,-3%,4%,0%,-0.2%,-4%,-6%,-2%,2%,/,14
CCOC(=O)c1c(N/N=C/c2ccncc2)n[nH]c1C,2,2%,9%,2%,5.7%,?,0%,/,1%,3%,14
Cc1ccc(CNC(=O)C2CCN(S(=O)(=O)c3c(C)noc3C)CC2)cc1,2,/,-8%,-5%,/,/,4%,0%,2%,11%,-17
Cc1ccc(S(=O)(=O)N(C)C)cc1NC(=O)COC(=O)CCC1CCCCC1,/,1%,-22%,-8%,-0.3%,4%,/,/,-3%,/,-8
Cc1ccc(-c2nnn(CC(=O)N(CCO)C(C(=O)NC(C)(C)C)c3ccncc3)n2)cc1 (stereo not drawn),2,-2%,-13%,-3%,-2.0%,-2%,-1%,0%,4%,0%,-11
CCCS(=O)(=O)c1nc(S(=O)(=O)c2ccc(C)cc2)c(N2CCC(C)CC2)s1,/,1%,24%,-3%,0.1%,3%,/,1%,-1%,/,-3
CN1CCN(c2ccc(S(=O)(=O)N3CCCCC3)cc2NC(=O)/C=C/c2ccc(OC(F)F)cc2)CC1,/,0%,-58%[inhibitor],3%,-1.0%,-11%,/,/,-5%,/,-6
CCOC(=O)c1cccc(N2C(=O)C3C4C=CC(CC4)C3C2=O)c1 (stereo not drawn),1,-16%,19%,-3%,0.5%,?,/,/,-4%,26%,-1
O=C(NCC1CCN(Cc2ccc(Cl)cc2)CC1)C1CCCN(c2ncnc3c2nc2n3CCCCC2)C1 (stereo not drawn),/,-1%,-49%[inhibitor],-1%,0.1%,0%,/,-4%,3%,/,6
COCCCNC(=O)/C(C#N)=C/c1c(N2CCN(c3ccccc3)CC2)nc2c(C)cccn2c1=O,4,-4%,?,-9%,-0.4%,11%,/,4%,212%[activator],?,15
